# Screens from PubChem.
# KOR beta-arrestin-1 = kappa opioid receptor blockers – cell-based, luminescence, uHTS (AID 1778); KOR beta-arrestin recruitment, luminescence, antagonist mode; higher % means a stronger effect; inhibition, % at 10 µM, or IC50 in µM where a hit was titrated; 290,000 compounds, 0.091% hits; note: strong numbers were not always called active
# AID2073 = disruptors of CaV2.2 binding to Mint1 – biochemical, HTRF (AID 2073). HTRF protein-protein interaction, Mint1-CaV2.2; higher % means a stronger effect. inhibition, % at 20 µM; hits with a dose series show IC50 in µM. 290,000 compounds, 0.19% hits; in the data active = inhibition mostly above about 51%, no sharp cut-off; inconclusive = no clear call, values can overlap the other calls; inactive = mostly below about 53%; note: some results filed as inactive read as strong as hits
# KOR beta-arrestin-2 = KOR agonists, beta-arrestin recruitment, primary screen, cell-based, luminescence, uHTS (AID 1777). KOR beta-arrestin recruitment, luminescence; higher % means a stronger effect. one-dose activation, % at 10 µM; EC50 in µM for titrated hits. 280,000 compounds, 0.02% hits; in the data active = activation above about 50%, passing the limit was not always enough; note: a part of the inactive calls stands beside numbers as strong as those of hits
# HEK293 NOD2/NF-kB = inhibition of NOD2-driven NF-kB reporter – cell-based, luminescence, uHTS, HEK293 (AID 1566) | HEK293 NOD2/NF-kB luciferase reporter, luminescence; higher % means a stronger effect | 290,000 compounds, 0.63% hits | inhibition, % at 4 µM, or EC50 in µM where a hit was titrated; note: many of its hits are not listed in these tables
# NOD1 inhibition = NOD1 signaling inhibitors, primary screen, cell-based, luminescence, uHTS (AID 1578) | NOD1-driven NF-kB luciferase reporter cells, luminescence; higher % means a stronger effect | inhibition, % at 4 µM; hits with a dose series show EC50 in µM | 290,000 compounds, 1% hits; in the data active = inhibition mostly above about 36%, no sharp cut-off; inactive = mostly below about 34%;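 note: HEK-293T reporter cells stimulated with the NOD1 agonist gamma-tri-DAP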
# P. falciparum M1AAP = P. falciparum M1AAP inhibitors, biochemical, fluorogenic H-Leu-NHMec substrate, 1536-well (AID 1445); recombinant M1AAP, H-Leu-NHMec fluorogenic kinetic assay; higher % means a stronger effect; inhibition, % at 30 µM; hits with a dose series show IC50 in µM; 220,000 compounds, 0.42% hits;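 active = primary inhibition above the hit cutoff, then over 50% inhibition at one or more dose response concentrations, cut at about 23% in these data, passing the limit was not always enough; inconclusive = conflicting primary data, or primary hits not chosen for dose response; inactive = low primary inhibition, or under 50% at every dose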;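 note: plate controls were DMSO full reaction for no effect and no enzyme background for full effect; strong numbers were not always called active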
# GPR55 beta-arrestin = selective activators of receptor GPR55 – imaging, U2OS cells, beta-arrestin-GFP redistribution, primary screen (AID 1961); activation, % at 10 µM, or EC50 in µM where a hit was titrated; U2OS GPR55 beta-arrestin-GFP redistribution imaging; higher % means a stronger effect; 290,000 compounds, 0.048% hits;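 active = activation above 40% with more than 50 cells counted in the well; inconclusive = wells holding fewer than 50 cells, flagged as toxic or sparse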;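 note: U2OS osteosarcoma cells stably expressing GPR55 and beta-arrestin-GFP; plate controls were DMSO negative control for no effect and LPI positive control for full effect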
# P. falciparum M17LAP = P. falciparum M17LAP inhibitors, primary screen, biochemical, fluorogenic H-Leu-NHMec substrate, 1536-well (AID 1619). recombinant M17LAP, H-Leu-NHMec fluorogenic kinetic assay; higher % means a stronger effect. one-dose inhibition, % at 30 µM; IC50 in µM for titrated hits. 220,000 compounds, 0.38% hits;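 active = compound inhibiting the enzyme by more than half at any dose during confirmatory dose-response retesting; inconclusive = strong single-dose inhibitors picked by rank but not retested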;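 note: plate controls were full reaction with DMSO carrier for no effect and no enzyme background for full effect; strong numbers were not always called active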
# Dynein transport = blocks dynein driven cargo transport along microtubules | 3617.4 mouse cells, GR-EGFP nuclear translocation imaging; test concentration mostly 20 µM; stimulated with dexamethasone, 1 µM; hits give low values | z-score, hits read low | 220,000 compounds, 0.47% hits;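 active = plate z-score of nuclear minus cytoplasmic receptor signal below a set negative limit, without overly bright fluorescence or cell loss, cut at about -3.5 in these data, passing the limit was not always enough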;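 note: z-score of nuclear minus cytoplasmic ring GR-EGFP intensity difference per well; some compounds called inactive have numbers as strong as hits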
#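 Buffer or medium: tet-free, stripped-serum medium; Also added: dexamethasone, 1.0 µM final; Technique: high-content fluorescence imaging after fixation; Times: 48 h induction, 1 h compound, 30 min dex at 37 °C; Read-out: per-cell GR-EGFP intensity, nucleus versus surrounding cytoplasmic ring, well-averaged.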
# Dynein transport cytoplasmic EGFP = recorded beside Dynein transport, whose call it bears; z-score; measured here: cytoplasmic GR-EGFP intensity; hits give high values
# Dynein transport nuclear GR-EGFP = further read-out of Dynein transport, marked with its call; z-score; measured here: nuclear GR-EGFP intensity;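 lower value marks the stronger effect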
# Dynein transport cell count = further read-out of Dynein transport, marked with its call; z-score; measured here: cell count per field
# Numbers without * were called inactive; ? = inconclusive; . = not tested or not shown; [ ] = another dose, or the depositor's remark. Cut-off read from the data, not from the text of the source, unless noted: active = inhibition above about 50%; inactive = the rest. These rows are one share of the data. The share of hits here may be higher or lower than overall.
SMILES,KOR beta-arrestin-1,AID2073,KOR beta-arrestin-2,HEK293 NOD2/NF-kB,NOD1 inhibition,P. falciparum M1AAP,GPR55 beta-arrestin,P. falciparum M17LAP,Dynein transport,Dynein transport cytoplasmic EGFP,Dynein transport nuclear GR-EGFP,Dynein transport cell count
Cc1ccc(Cn2c(C)c3cnn(CC(=O)NC4CCCC4)c(=O)c3c2C)cc1,-3%[20 µM],4%,3.4%,-6%,-10%,.,-0.1%,.,.,.,.,.
CCOC(=O)Cn1c(-c2ccccc2)ccc(C#N)c1=O,-71%[20 µM],-5%,1.2%,26%,-18%,-7%,-0.1%,1%,2.5,-0.24,1.5,-1.3
O=C(NCCN1CCOCC1)c1ccc(NS(=O)(=O)c2ccccc2)cc1,3%,22%,-3.5%,7%,-15%,.,-0.1%,.,.,.,.,.
CCOc1ccccc1NC(=O)CNC(=O)N1CC(=O)Nc2ccccc21,11%,5%,-1.6%,4%,10%,.,-0.1%,.,.,.,.,.
CCCCn1c(=O)[nH]c(=O)c2c1nc(COc1ccc(C#N)cc1)n2CCC,11%,-3%,-3.4%,12%,-9%,3%,0.1%,-4%,0.2,-0.3,0.32,1.2
O=C(Nc1cccc(C(F)(F)F)c1)C1CCCCC1,4%,12%,5.8%,0%,2%,-1%,-0.1%,8%,0.22,0.29,0.058,-0.27
N/C(=N\OC(=O)c1cnn(-c2ccccc2)c1C(F)(F)F)c1ccc(C(F)(F)F)cc1,-7%,5%,-1.3%,13%,-5%,13%,0.6%,20%,-0.84,-0.24,-0.45,0.41
CCN(CC)CCN1CCn2c3c(c4cc(C)ccc42)CCCC31 (centres undefined),-5%,3%,-1.7%,4%,-15%,6%,-0.1%,15%,0.82,-0.13,0.63,-0.61
CCC(=O)NC(c1cccc([N+](=O)[O-])c1)c1c(O)ccc2ccccc12 (centres undefined),-32%[20 µM],-17%,.,22%,38%,5%,0.5%,-9%,1.3,-0.059,1.1,-0.0029
Cc1ccc2c(CN3CCCCC3C)cc(=O)oc2c1 (centres undefined),0%,3%,5.7%,-19%,-11%,.,-0.1%,.,.,.,.,.
O=C(NC1CCS(=O)(=O)C1)c1ccc(-c2ccc(Br)cc2)o1 (centres undefined),10%,11%,-7.6%,8%,-25%,10%,0.3%,-11%,-0.24,-0.19,0.056,-0.22
Cc1nc2ccc(S(=O)(=O)NC(C(=O)N3CCC(C)CC3)C(C)C)cc2s1 (centres undefined),0%,-11%,1.5%,-10%,-9%,10%,0.2%,2%,-0.89,-0.16,-0.52,-0.21
O=C(c1cnccn1)N1CCCC(N2CCN(c3cccc(Cl)c3)CC2)C1 (centres undefined),14%,-1%,-1.2%,-18%,-37%,.,-0.1%,.,.,.,.,.
C#CCSc1nnc(-c2ccc(C)cc2)o1,-7%,-5%,-1.3%,-67%,-68%,4%,0.0%,-1%,-0.66,-0.28,-0.51,0.58
CCCCCCn1cc(C(=O)OCC)c(=O)c2cc(F)c(F)cc21,8%,0%,-1.6%,3%,1%,2%,-0.3%,2%,-0.23,-0.28,0.77,0.057
COc1ccc(/C=N\N2CCN(Cc3ccccc3Cl)CC2)cc1,15%,-22%,12%,1%,13%,.,0.3%,.,.,.,.,.
Cc1ccc(C(=O)OCCN(C)Cc2ccccc2)cc1,-2%[20 µM],-5%,-2.9%,14%,-20%,2%,-0.1%,-2%,-0.16,-0.29,-0.24,0.44
O=C(CSc1ccccn1)Nc1ccc(NC(=O)CSc2ccccn2)cc1,-19%[20 µM],-12%,-1.8%,-6%,-40%,11%,-0.1%,6%,-0.87,-0.34,-0.89,0.86
COc1ccc(CCN(C)C2CCCN(C(=O)c3ccnn3C)C2)cc1OC (centres undefined),-6%,-5%,4.5%,4%,-27%,.,-0.1%,.,.,.,.,.
C=CCN1C(=O)C2C(C(=O)NC)C3(C)C=CC2(O3)C1C(=O)NCc1ccc(OC)cc1 (centres undefined),14%,36%,-7.6%,12%,-11%,-2%,0.5%,-3%,-0.29,-0.19,0.29,1
Cc1ccc(CC(=O)Nc2ccc([N+](=O)[O-])cc2C)cc1,-12%,2%,4.5%,-22%,-20%,6%,-0.2%,-3%,1.6,-0.19,1,-0.63
COc1ccc2nc(SCC(=O)N(C)C3CCCCC3)c(C#N)cc2c1,-29%,9%,0.2%,-14%,-24%,1%,0.1%,-25%,-0.64,-0.27,-0.074,-0.13
COc1ccccc1N1CCN(C(=O)CN(C)S(=O)(=O)c2ccc3c(c2)c(=O)n(C)c(=O)n3C)CC1,9%,4%,-4.6%,6%,-22%,8%,0.9%,10%,-0.41,0.033,-0.12,-0.064
Cc1cc(C)cc(NC(=S)/N=C(\N)Nc2nc(C)c3ccccc3n2)c1,-4%,13%,-2.4%,29%,34%,4%,0.8%,2%,-0.74,-0.23,-0.58,0.27
COCCn1c(=NC(=O)/C=C/c2cccs2)sc2cc(NC(C)=O)ccc21,2%,?,-2.1%,9%,5%,3%,0.2%,4%,-0.11,-0.21,-0.11,0.14
NC(=O)Cn1c(=O)n(CCC(=O)NCCSCc2ccccc2)c(=O)c2ccccc21,-28%,-3%,1.9%,1%,-31%,2%,0.8%,1%,-0.5,-0.27,-0.43,0.24
COc1cc(OC)cc(C(=O)NC2CCN(Cc3nnnn3Cc3cccs3)CC2)c1,1%,39%,0.8%,19%,-26%,0%,-0.1%,12%,-1,0.32,-0.32,-0.089
CC1=CN2CC(O)CN=C2C=C1 (centres undefined),-43%,14%,6.1%,-4%,-5%,-1%,-0.1%,-8%,0.27,-0.32,0.35,-0.53
CCOc1cc(N2CCOCC2)c(OCC)cc1NC(=O)CN1C(=O)C2CC=CCC2C1=O (centres undefined),-18%,12%,-0.4%,5%,-15%,9%,0.1%,29%,-0.62,-0.28,-0.38,0.37
CCOCCn1c(SCc2c(F)cccc2Cl)nc2c1c(=O)[nH]c(=O)n2C,26%,-7%,0.1%,15%,-2%,2%,-0.1%,7%,1.1,0.04,0.99,-1.5
Cc1cc([N+](=O)[O-])cc2c1NC(=O)C2(O)N1CCCCCC1 (centres undefined),30%,20%,-4.2%,14%,-15%,3%,-0.3%,26%,0.26,-0.24,0.29,0.14
CCCNCc1cc(OCC)c(OCC(N)=O)cc1Br,0%,-2%,1.2%,-16%,-21%,1%,-0.1%,2%,0.15,-0.26,0.25,-0.49
COc1cccc(-c2nnc(SCc3nc4ccccc4[nH]3)n2N)c1,4%,-3%,3.7%,10%,-6%,-3%,0.2%,20%,0.096,-0.17,0.29,0.29
CCCc1ccc2oc(C(=O)N(Cc3nccn3C)C(C)C)c(C)c2c1,-36%,-18%,-1.7%,14%,-4%,.,0.5%,.,.,.,.,.
O=S(=O)(c1ccc(-c2nc3ccccc3s2)cc1)N1CCCC1,.,8%,1.5%,-59%,-21%,-3%,0.3%,7%,2.6,-0.12,0.81,-0.84
O=C(Nc1cccc(Cl)c1)Nc1nc(-c2ccccc2)cs1,-32%,28%,13%,-9%,4%,-1%,0.1%,-2%,0.55,-0.19,0.42,-0.86

# Structures listed so far that contain a nitro group on carbon:
SMILES,KOR beta-arrestin-1,AID2073,KOR beta-arrestin-2,HEK293 NOD2/NF-kB,NOD1 inhibition,P. falciparum M1AAP,GPR55 beta-arrestin,P. falciparum M17LAP,Dynein transport,Dynein transport cytoplasmic EGFP,Dynein transport nuclear GR-EGFP,Dynein transport cell count
CCC(=O)NC(c1cccc([N+](=O)[O-])c1)c1c(O)ccc2ccccc12 (centres undefined),-32%[20 µM],-17%,.,22%,38%,5%,0.5%,-9%,1.3,-0.059,1.1,-0.0029
Cc1ccc(CC(=O)Nc2ccc([N+](=O)[O-])cc2C)cc1,-12%,2%,4.5%,-22%,-20%,6%,-0.2%,-3%,1.6,-0.19,1,-0.63
Cc1cc([N+](=O)[O-])cc2c1NC(=O)C2(O)N1CCCCCC1 (centres undefined),30%,20%,-4.2%,14%,-15%,3%,-0.3%,26%,0.26,-0.24,0.29,0.14

# Next part
SMILES,KOR beta-arrestin-1,AID2073,KOR beta-arrestin-2,HEK293 NOD2/NF-kB,NOD1 inhibition,P. falciparum M1AAP,GPR55 beta-arrestin,P. falciparum M17LAP,Dynein transport,Dynein transport cytoplasmic EGFP,Dynein transport nuclear GR-EGFP,Dynein transport cell count
COc1ccc(C2(C(=O)Nc3ccc(OC)cc3OC)CCCC2)cc1,-30%[20 µM],9%,-3.3%,7%,-14%,-2%,-0.1%,0%,1.4,-0.23,0.39,0.16
CC(=O)N1CCN(c2ccc([N+](=O)[O-])c(NCc3cccnc3)c2)CC1,-8%,-6%,-5.3%,3%,-32%,5%,-0.1%,-2%,0.58,0.048,1,-0.069
COc1cc2c(cc1OC)C(c1ccccc1)N(C(=O)c1ccccc1F)CC2 (centres undefined),13%,24%,0.5%,-37%,-10%,.,-0.1%,.,.,.,.,.
CCOC(=O)c1c(OCC)[nH]c2c1cc(O)c1ccccc12,22%,-26%,-6.5%,1%,4%,19%,0.1%,8%,0.33,-0.2,0.62,-0.26
COC(=O)C1=NN(C(C)(C)CC(C)=O)C2C(=O)N(C3CCCCC3)C(=O)C12 (centres undefined),-8%,0%,-6.8%,-1%,-23%,-4%,0.4%,14%,-1.1,-0.31,-0.2,0.71
O=C(CCN1CCCCC1)N/N=C/c1ccc(Br)cc1,.,-1%,13%,-4%,-33%,1%,0.9%,0%,0.7,-0.2,0.45,-0.6
O=c1[nH]c(=O)n([C@H]2C[C@H](O)[C@@H](CO)O2)cc1F,2%,-6%,-0.8%,-91%,-91%,12%,-0.1%,-10%,-0.96,-0.25,0.067,0.54
Cc1ccsc1/C=N/NC(=O)Cc1cc(=O)[nH][nH]1,-4%,0%,1.0%,-4%,-14%,12%,0.0%,17%,0.13,-0.25,0.037,0.56
